Screening data: PubChem, The Scripps Research Institute Molecular Screening Center
PAD4 FP inh = PAD4 (human) enzyme inhibition; Q9UM07; recombinant PAD4, RCA probe fluorescence polarization; inhibition, % at 6.36 µM; 330,000 compounds, 0.41% hits;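 active means percent inhibition above a cutoff equal to the mean of all tested compounds plus 3 SD, cut at about 15% in these data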;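 further: 0% = PAD4 with RCA probe and DMSO and 100% = probe without PAD4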
PAFAH1B3 inh = PAFAH1B3 (human) inhibition; recombinant PAFAH1B3, FP-rhodamine probe, fluorescence polarization; 340,000 compounds, 0.28% hits; inhibition, % at 3.39 µM;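 active means inhibition above the screen-wide average of all tested compounds plus 3 SD, cut at about 25% in these data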;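 further: 0% = enzyme with DMSO only and 100% = wells lacking PAFAH1B3 protein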
Target sequence (Q15102 whole entry, looked up): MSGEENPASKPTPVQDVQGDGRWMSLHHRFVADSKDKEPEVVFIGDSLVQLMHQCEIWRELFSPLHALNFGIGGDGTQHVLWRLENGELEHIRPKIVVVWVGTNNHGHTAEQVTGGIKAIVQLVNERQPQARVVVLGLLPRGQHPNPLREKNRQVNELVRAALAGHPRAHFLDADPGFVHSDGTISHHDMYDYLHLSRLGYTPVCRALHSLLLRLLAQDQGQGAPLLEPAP
LYPLA2 inh = LYPLA2 (human) inhibition in PME1 counter-screen; 320,000 compounds, 0.38% hits; inhibition, % at 5.9 µM; O95372; recombinant LYPLA2, FP-Rh probe fluorescence polarization; AID 2177;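 active means inhibition above the screen-wide mean plus 3 SD, limit set per campaign, cut at about 26% in these data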;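 further: 0% = LYPLA2 with DMSO and 100% = wells lacking LYPLA2 enzyme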
PAFAH2 FP inh = inhibitors of human PAFAH2. 340,000 compounds, 0.99% hits. recombinant PAFAH2, FP-rhodamine activity probe, fluorescence polarization. AID 492956. inhibition, % at 3.39 µM. Q99487;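 active means inhibition above the mean over all tested compounds plus 3 SD, cut at about 30% in these data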;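 further: inhibitors block probe labeling of enzyme so polarization drops; 0% = enzyme with DMSO and 100% = wells lacking PAFAH2 protein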
pPAFAH FP inh = inhibitors of human plasma PAF acetylhydrolase (pPAFAH); Q13093; recombinant pPAFAH, FP-rhodamine probe fluorescence polarization; inhibition, % at 3.39 µM; 330,000 compounds, 1.5% hits;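 active means inhibition above the mean inhibition across the screen plus 3 SD, cut at about 25% in these data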;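 further: inhibitors block binding of the rhodamine activity-based probe so polarization drops; 0% = enzyme with DMSO and 100% = wells lacking pPAFAH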
PREPL inh = inhibits the human prolyl oligopeptidase-like enzyme; Q4J6C6; recombinant PREPL, fluorescence polarization activity-based probe; inhibition, % at 5.96 µM; 320,000 compounds, 0.68% hits; in the data active means inhibition above about 43%;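 further: 0% = enzyme with DMSO and 100% = wells lacking enzyme; many of its hits are not listed in these tables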
Target sequence (Q4J6C6 whole entry, looked up): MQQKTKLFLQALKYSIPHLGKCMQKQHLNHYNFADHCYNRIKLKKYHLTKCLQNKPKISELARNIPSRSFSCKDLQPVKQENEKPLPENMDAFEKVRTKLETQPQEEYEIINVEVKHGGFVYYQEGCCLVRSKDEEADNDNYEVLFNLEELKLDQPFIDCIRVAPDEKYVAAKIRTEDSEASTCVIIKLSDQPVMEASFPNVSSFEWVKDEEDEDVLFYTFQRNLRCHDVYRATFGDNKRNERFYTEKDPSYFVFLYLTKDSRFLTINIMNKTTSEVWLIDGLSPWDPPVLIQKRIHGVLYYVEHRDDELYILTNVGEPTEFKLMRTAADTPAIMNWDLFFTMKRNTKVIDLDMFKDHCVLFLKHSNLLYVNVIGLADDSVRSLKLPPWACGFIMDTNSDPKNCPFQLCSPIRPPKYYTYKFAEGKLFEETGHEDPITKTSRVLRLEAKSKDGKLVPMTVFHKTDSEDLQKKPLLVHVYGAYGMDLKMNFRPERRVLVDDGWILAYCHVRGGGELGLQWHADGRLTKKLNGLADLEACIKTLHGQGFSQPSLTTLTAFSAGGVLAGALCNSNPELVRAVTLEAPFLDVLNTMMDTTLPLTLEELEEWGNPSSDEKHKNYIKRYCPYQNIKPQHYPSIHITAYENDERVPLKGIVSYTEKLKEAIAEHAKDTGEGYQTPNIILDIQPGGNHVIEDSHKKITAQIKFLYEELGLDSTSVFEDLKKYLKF
GSTO1 inh = blocks human GSTO1 in RBBP9 counter-screen | P78417 | recombinant GSTO1, activity-based probe fluorescence polarization | inhibition, % at 5.96 µM | 300,000 compounds, 1.1% hits | AID 1974;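 active means inhibition above the campaign mean inhibition plus 3 SD, cut at about 35% in these data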;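 further: 0% = GSTO1-1 with DMSO and 100% = wells lacking GSTO1-1 enzyme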
PAFAH1B2 FP inh = blocks human PAF acetylhydrolase 1b catalytic subunit 2; 340,000 compounds, 1.2% hits; inhibition, % at 3.39 µM; recombinant PAFAH1B2, FP-rhodamine activity probe, fluorescence polarization; P68402;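 active means inhibition above the mean of all tested compounds plus 3 SD, cut at about 24% in these data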;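 further: 0% = enzyme with DMSO and 100% = wells lacking PAFAH1B2; many of its hits are not listed in these tables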
LYPLA1 inh = blocks human lysophospholipase 1, a PME1 counter-screen; O75608; recombinant LYPLA1, FP-Rh probe fluorescence polarization; AID 2174; 320,000 compounds, 0.16% hits; inhibition, % at 5.9 µM;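 active means inhibition above the mean of all tested compounds plus 3 SD, set per campaign, cut at about 14% in these data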;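 further: inhibitors block serine hydrolase probe labeling of LYPLA1 so polarization falls; 0% = enzyme with DMSO and 100% = wells lacking LYPLA1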
* marks the source's active call; other numbers are inactive results; nt = no result given. The list is partial. The share of hits here may be higher or lower than overall.

SMILES | PAD4 FP inh | PAFAH1B3 inh | LYPLA2 inh | PAFAH2 FP inh | pPAFAH FP inh | PREPL inh | GSTO1 inh | PAFAH1B2 FP inh | LYPLA1 inh
O=C1C2C3C=CC(C2C(=O)N1C1CCCCC1)C1C(=O)N(C2CCCCC2)C(=O)C31 (stereo unspecified) | -2 | 10 | -4 | -2 | -5 | -10 | 3 | 3 | -3
Cc1ccc(S(N)(=O)=O)c(C)c1-n1cnnn1 | 1 | 7 | 1 | 1 | 1 | 6 | 9 | 4 | 1
CN(C(=O)COC(=O)c1cc2ccccc2oc1=O)C1CCCCC1 | 0 | 9 | nt | 25 | 4 | 6 | nt | 3 | nt
Cc1ccccc1NC(=O)CN1C(=O)CSc2ccccc21 | 7 | 9 | 3 | 3 | 2 | 2 | 4 | 6 | 2
Cc1ccc(NC(=O)c2ocnc2C)cc1Cl | -3 | 1 | -3 | -1 | 2 | -23 | -5 | 0 | -5
CC12CCC(C(=O)Nc3ccccc3Cl)([C@H](Br)C1=O)C2(C)C (stereo partly specified) | -3 | 2 | 4 | 3 | 5 | -6 | -10 | 3 | 2
CCN(CCCn1c(=S)[nH]c2ccc(N3CCOCC3)cc2c1=O)c1ccccc1 | 0 | 8 | -2 | 4 | 6 | 8 | 20 | 3 | -3
CC(OC(=O)c1ccc(OCC2CCCO2)cc1)C(=O)N(C)Cc1ccccc1 (stereo unspecified) | 1 | 10 | 0 | -1 | 4 | 1 | 1 | 0 | -1
Oc1cccc(C2c3[nH]c4ccccc4c3CCN2Cc2cnn(-c3ccccc3)c2)c1 (stereo unspecified) | -2 | 12 | 0 | 4 | 2 | -19 | -4 | -6 | -4
COc1ccc(-c2nc(=S)[nH][nH]2)cc1OC | 5 | 7 | 3 | 5 | 2 | 5 | 5 | 2 | 2
CC1CCCN(C(=O)c2ccc(Br)c(S(=O)(=O)N3CCOCC3)c2)C1 (stereo unspecified) | 3 | 10 | 3 | 2 | 2 | 0 | nt | 4 | 0
COc1cc(C(=O)N/C(=C\c2cn(S(=O)(=O)N(C)C)c3ccccc23)C(=O)NCCCO)cc(OC)c1OC | -2 | 4 | -3 | 1 | 2 | -14 | -11 | 2 | -1
CCc1cc2c(SCC(=O)NCC3CCCO3)ncnc2s1 (stereo unspecified) | 2 | 1 | 3 | 4 | 2 | 6 | nt | 2 | 1
CCN(CC)S(=O)(=O)c1ccc2[nH]cc(C(=O)NCCN3CCCCCC3)c(=O)c2c1 | 2 | 4 | 5 | -16 | 7 | -4 | 0 | 4 | -3
COc1cc(C(=S)N2CCOCC2)ccc1OC(=O)c1cc([N+](=O)[O-])cc([N+](=O)[O-])c1 | -8 | -1 | -4 | 1 | 1 | -5 | -4 | 1 | 1

Sorted by number of heavy atoms (ascending): some entries from above
SMILES | PAD4 FP inh | PAFAH1B3 inh | LYPLA2 inh | PAFAH2 FP inh | pPAFAH FP inh | PREPL inh | GSTO1 inh | PAFAH1B2 FP inh | LYPLA1 inh
COc1ccc(-c2nc(=S)[nH][nH]2)cc1OC | 5 | 7 | 3 | 5 | 2 | 5 | 5 | 2 | 2
Cc1ccc(S(N)(=O)=O)c(C)c1-n1cnnn1 | 1 | 7 | 1 | 1 | 1 | 6 | 9 | 4 | 1
CC1CCCN(C(=O)c2ccc(Br)c(S(=O)(=O)N3CCOCC3)c2)C1 (stereo unspecified) | 3 | 10 | 3 | 2 | 2 | 0 | nt | 4 | 0
CC(OC(=O)c1ccc(OCC2CCCO2)cc1)C(=O)N(C)Cc1ccccc1 (stereo unspecified) | 1 | 10 | 0 | -1 | 4 | 1 | 1 | 0 | -1
CCN(CCCn1c(=S)[nH]c2ccc(N3CCOCC3)cc2c1=O)c1ccccc1 | 0 | 8 | -2 | 4 | 6 | 8 | 20 | 3 | -3

Going on with the list.
SMILES | PAD4 FP inh | PAFAH1B3 inh | LYPLA2 inh | PAFAH2 FP inh | pPAFAH FP inh | PREPL inh | GSTO1 inh | PAFAH1B2 FP inh | LYPLA1 inh
COc1ccc(NC(=O)c2cccc(N3C(=O)C4C5CCC(C5)C4C3=O)c2)cc1 (stereo unspecified) | 2 | 7 | 6 | 2 | 0 | 4 | 4 | -6 | 7
CCOC(=O)c1c(N)sc2c(NC(C)=O)cccc12 | 2 | 7 | 0 | 3 | 1 | -3 | 7 | 3 | 1
O=C(OCn1nnc2ccccc2c1=O)c1ccco1 | -6 | 0 | 1 | 23 | -3 | 17 | 2 | 5 | 3
CCNC(=O)NCCc1c[nH]c2ccc(Cl)cc12 | 4 | 5 | 4 | 1 | 1 | 5 | -1 | 1 | 1
CC(C)NC(=O)CCCc1cn(C)c2ccccc12 | -1 | -2 | -1 | 1 | -5 | 9 | 6 | 3 | -1
COc1ccc(Cc2nc3ccccc3n2CC(=O)N/N=C/c2ccccc2)cc1OC | -3 | 17 | 7 | -4 | 5 | 12 | 2 | 8 | 1
COc1ccccc1OCC(=O)NNC(=S)NC(=O)c1ccco1 | 2 | 3 | 5 | -2 | 1 | 13 | 5 | -2 | 1
ClCc1cc2ccccc2nc1Cl | -6 | 9 | -3 | -1 | 2 | 1 | 43* | 8 | -3
Cc1nc(CS(=O)(=O)c2ccccn2)sc1C(=O)NNC(=O)c1c(F)cccc1Cl | 6 | nt | 6 | nt | 0 | 2 | 4 | nt | 0
COc1ccc(NC(=S)Nc2cccc(C(F)(F)F)c2)c(C)c1 | 1 | 2 | 6 | -1 | -1 | 2 | -3 | 1 | 1
CCCn1nc(C(=O)OCC(=O)c2c(N)n(C)c(=O)n(C)c2=O)c2ccccc2c1=O | -5 | 1 | 8 | -1 | -4 | -2 | 5 | -2 | 2
O=C1C2C(c3cccc(/C=C/c4ccccc4)c3)CC=CC2C(c2ccc3ccccc3c2)N1Cc1ccccc1 (stereo unspecified) | 1 | -10 | -3 | 0 | 3 | 0 | 0 | 2 | -4
CCc1ccc(Nc2nnc(SC(C)C(=O)NC3CC3)s2)cc1 (stereo unspecified) | -2 | 10 | nt | 2 | 3 | 24 | nt | 13 | nt
CCCCNc1ccc(C(CC(N)=O)NC(=O)Cc2ccc(Br)cc2)cc1[N+](=O)[O-] (stereo unspecified) | 2 | 9 | 1 | -2 | 5 | -9 | 8 | 4 | -4
Nn1c(SCc2ccccc2)nc2c(cnn2-c2ccccc2)c1=O | 18* | -6 | 4 | -2 | 4 | -6 | 5 | 3 | -1
CC(Oc1cccnc1[N+](=O)[O-])C(=O)N1CCc2ccccc21 (stereo unspecified) | -5 | -6 | nt | 2 | -8 | 4 | nt | 0 | nt
CC(=O)Nc1ccccc1C(=O)C(=O)Nc1cccc(C(=O)NCC2CCCO2)c1 (stereo unspecified) | 1 | 9 | 10 | 6 | 2 | -1 | -1 | 1 | 5
CCOC(=O)C1=NN(c2cccc(C)c2)C2(S1)SC(C(C)=O)=C(C)N2c1ccccc1 (stereo unspecified) | -1 | -2 | -4 | 1 | 2 | 14 | 15 | 8 | 0
O=C(O)c1nccnc1C(=O)N1CCN(c2ccccc2)CC1 | -5 | -14 | 0 | 3 | 0 | 0 | -5 | -3 | 1
O=C(CNc1cc(S(=O)(=O)N2CCOCC2)ccc1N1CCOCC1)Nc1cccc(C(F)(F)F)c1 | 4 | -7 | nt | 7 | 5 | 4 | nt | 0 | nt
CC(C)[C@H](NC(=O)Nc1cccc(C(F)(F)F)c1)C(=O)O | 0 | 4 | -6 | 4 | 5 | 10 | 2 | -1 | 0
COc1cc2c(cc1OC)C(COc1cccc(C(F)(F)F)c1)NCC2 (stereo unspecified) | 3 | 6 | -1 | 0 | 0 | 11 | -4 | 0 | 1
Cc1ccc(C(=O)NC2CCS(=O)(=O)C2)cc1S(=O)(=O)N1CCOCC1 (stereo unspecified) | 2 | 10 | 3 | 2 | 9 | 1 | -4 | -2 | 3
Cc1cc(SCC(=O)Nc2ccc(O)cc2)n2ncc(-c3ccccc3)c2n1 | 0 | 10 | -9 | 0 | 1 | 4 | 0 | 4 | -7
CCOc1ccc(NC(=O)Nc2ccc3c(c2)N(C)C(=O)CS3)cc1 | -3 | 12 | -4 | -5 | 22 | 3 | 5 | 1 | -5
Cc1ccc(N(Cc2ccccc2)C(=O)c2ccc(F)c(S(=O)(=O)N3CCOCC3)c2)cc1 | 2 | 3 | 5 | 3 | 6 | 13 | 5 | -1 | 2
Cc1csc2ncc(C(=O)N3CCCc4ccccc43)c(=O)n12 | 2 | -4 | -1 | -9 | 3 | -8 | 3 | 6 | -4
O=C(Oc1ccc(Cl)c2cccnc12)c1cccnc1 | 3 | 11 | 3 | 0 | -1 | -1 | 4 | 6 | 3
Cc1ccc(-c2cc(C(F)F)nc(NCc3cccs3)n2)cc1 | 4 | 4 | -3 | -2 | 1 | -7 | -3 | -5 | -1
COCC(C)n1c(C)cc(C(=O)COC(=O)c2cccn2C)c1C (stereo unspecified) | 2 | 2 | nt | -11 | 3 | 8 | nt | -5 | nt

PAD4 FP inh, entries above that show a hit
molecule	PAD4 FP inh	PAFAH1B3 inh	PAFAH2 FP inh	pPAFAH FP inh	PREPL inh	PAFAH1B2 FP inh
Nn1c(SCc2ccccc2)nc2c(cnn2-c2ccccc2)c1=O	18*	-6	-2	4	-6	3

Next structures.
SMILES | PAD4 FP inh | PAFAH1B3 inh | LYPLA2 inh | PAFAH2 FP inh | pPAFAH FP inh | PREPL inh | GSTO1 inh | PAFAH1B2 FP inh | LYPLA1 inh
CC(Sc1nnnn1C)C(=O)Nc1cc(S(=O)(=O)N2CCCCC2)ccc1Cl (stereo unspecified) | -2 | 1 | 0 | -8 | 9 | 3 | nt | 3 | 2
CC1CCCCN1CCNC(=O)C1CCN(S(=O)(=O)c2cccc3cccnc23)CC1 (stereo unspecified) | -4 | 13 | -2 | -1 | -1 | 15 | 2 | 2 | 3
COC(=O)C1=C(C)N(c2ccc(OC)c(OC)c2)C(=O)/C1=C\c1ccco1 | 3 | 7 | -4 | 1 | -1 | 8 | 1 | 0 | -3
COc1ccc(Cn2c(=O)[nH]c3cc(C(=O)N4CCN(c5ccc(C(C)=O)cc5)CC4)ccc3c2=O)cc1 | 0 | 4 | -1 | 5 | 1 | 6 | 10 | 0 | 1
Cc1ccc(NC(=O)Cn2nc(-c3ccco3)ccc2=O)cc1Cl | -4 | 8 | 0 | -10 | 4 | -11 | -11 | 4 | -5
CCOC(=O)c1sc(=NC(=O)c2cccc(Br)c2)n(C)c1C | 1 | 5 | 6 | -2 | 2 | 3 | 4 | -1 | 2
Cc1cccc(NS(=O)(=O)c2ccc3c(c2)CCN3C(=O)CCC(=O)O)c1 | 2 | 0 | -3 | -2 | 17 | 7 | 10 | 0 | -3
